# p53ts 39C kill: qHTS Screen for Compounds that Selectively Target Cancer Cells with p53 Mutations: Cytotoxicity of p53ts Cells at the Nonpermissive Temperature. H1299-p53A138V viability at 39C, ATP luminescence, 24 h. Potency, µM (series often up to 46.1 µM), without a hit: at the top dose activity change, negative = cell killing, hits mostly cytotoxic. 1.5% of 130,000 active; further: nearly all actives have a fitted effect of over 55% in size
# Imprint erasure: qHTS Assay for Compounds that Induce Erasure of Genomic Imprints. mouse ES Peg3-LacZ reporter, beta-gal luminescence, 40 h. Potency, µM (titrated, usually from 60.7 µM), for inactives: top-dose activity change, positive = activation, most hits filed as activators. 0.02% of 110,000 active;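 further: 0% = negative control wells on the plate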
#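 Readout: BetaGlo luminescence (5 min, room temp) for LacZ from the normally silent maternal Peg3 allele in female Peg3LacZ-Neo ES cells. Cells 300/well, 40 h, 37C, 5% CO2. Data normalized per plate to negative controls.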
# IkB sig inh: IkB Signaling | ABC-DLBCL IkBa-CBG/CBR dual luciferase ratio, 4 h; response scale: scaled: untreated 0%, proteasome inhibitor 100% | 0.04% of 110,000 active | AID 445, 2006 | Potency, µM (series often up to 57.1 µM), without a hit: top-dose IkBa stabilization activation; active means well fitted curve in the direction sought with a large enough effect in the signal ratio, not every such curve was filed as active; inconclusive means small, poorly fitted or top-dose-only effect, or a change in a side signal; the % refers to the signal ratio;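 further: the direction sought is a rising ratio; 0% = basal untreated cells and 100% = reference inhibitor full response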
#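 Curves were fitted separately to fusion (green), unfused (red) and ratio luminescence, then classed by r2, magnitude and activity. Cells: OCI-Ly3, 4 h compound plus doxycycline at 37C; 10 uM MG-132 defined full response.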
# p53ts 32C kill: qHTS Screen for Compounds that Selectively Target Cancer Cells with p53 Mutations: Cytotoxicity of p53ts Cells at the Permissive Temperature; H1299-p53A138V at 32C, ATP luminescence viability, 24 h; Potency, µM (doses to about 46.1 µM), inactives show top-dose activity change, negative = cytotoxicity, actives largely listed as cytotoxic; 0.93% of 130,000 active; AID 924, 2007;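 further: 0% = DMSO and -100% = full killing by reference compound; nearly all actives have a fitted effect of over 55% in size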
#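 Cells: H1299 p53ts (A138V), 600/well, pre-incubated 16–30 h at 37C. Cpd up to 46 uM, 24 h, 32C. Readout: ATPlite luminescence, 20 min RT. Normalization: DMSO vs tamoxifen 100 uM. AC50 by Hill equation.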
# Numbers without * were called inactive; ? = inconclusive; · = no result given; [ ] = another dose, or the depositor's remark. Unless noted, the call rests on the fitted dose curve; in most records, active means well fitted curve in the direction sought with a large enough effect; inconclusive means small, poorly fitted or top-dose-only effect, or another doubt; inactive means no such curve, though single readings can be large; an effect the other way counts as inactive or inconclusive. Unless noted, on the % scale 0 is the no-effect control and ±100 the full control effect; potency means the concentration at half of the fitted maximal effect.
no.	molecule	IkB sig inh	Imprint erasure	p53ts 39C kill	p53ts 32C kill
1	COc1cc(OC)c(NC(=O)N2CCc3cc(S(=O)(=O)N4CCC(C)CC4)ccc32)cc1Cl	?	8%[10.9 µM]	9%	-3%
2	COC(=O)c1sc(N)c(C(=O)OC)c1COC(=O)c1c(C)noc1C	0.8%	-17%	-18%	5%
3	COc1ccc(CNC(=O)Cc2c(C(=O)O)c(C)cn2C)cc1	-1.1%	4%[10.9 µM]	17%	-1%
4	COc1cccc(NC(=O)CCCn2c(=O)[nH]c3ccccc3c2=O)c1	0.6%	-2%	-9%	4%
5	COc1ccc(-c2c(C)nn3c(N4CCC(C(=O)N5CCCCC5)CC4)cc(C)nc23)cc1OC	0.9%	-8%	1%	7%
6	COc1ccc(C(=O)NCC(c2cccnc2)N2CCc3ccccc3C2)cc1 (configuration not stated)	?	-13%[10.9 µM]	-2%	6%
7	CCOC(=O)c1c(C)[nH]c(C)c1S(=O)(=O)N1CCCC(C(=O)N2CCN(c3ccccc3)CC2)C1 (configuration not stated)	-1.8%	-13%[10.9 µM]	-7%	7%
8	CCc1cccc(NC(=O)Cn2c(=O)n(Cc3ccccc3)c(=O)c3c2c2cc(OC)ccc2n3C)c1	-0.2%	5%[10.9 µM]	-18%	5%
9	CCCC[C@@H]1C[C@H]1C(NC(=O)c1cccnc1)c1ccc(-c2ccccc2)cc1 (some centres not stated)	·	-12%	-19%	-16%
10	CCc1sc(C(=O)Nc2ccsc2C(=O)OC)cc1Br	-5.6%	-3%	10%	-1%
11	CCOC(=O)CNc1nc(C#N)nc(N2CCOCC2)n1	-1.0%	4%	-4%	-5%
12	CCn1ccc2cc(S(=O)(=O)N3CCC(C(=O)NCc4ccc(OC)cc4)CC3)ccc21	2.1%	-7%[10.9 µM]	-6%	5%
13	Cn1c(=O)oc2cc(S(=O)(=O)NCCC(=O)NCCc3ccc(Cl)cc3)ccc21	?	-10%	-1%	4%
14	COc1ccc(Cn2cc(C(=O)c3ccc(F)cc3)c(=O)c3cc4c(cc32)OCCO4)cc1	-1.6%	-10%[10.9 µM]	-30%	6%
15	COC(=O)NC(/C(C(=O)OC)=C(\C)NCc1ccccc1)c1cccc(F)c1 (configuration not stated)	·	·	8%[9.22 µM]	-6%[9.22 µM]
16	Cc1cccc(Nc2nnc(-c3ccc(C)c(S(=O)(=O)N4CCN(C)CC4)c3)c3ccccc23)c1	?	-18%[10.9 µM]	-18%	23%
17	COc1ccccc1OCCSc1nc2ccccc2c(=O)[nH]1	-1.3%	-3%	-8%	-2%
18	COc1cc(NC(=O)c2cc3c(=O)n(Cc4ccco4)ccc3nc2C)cc(OC)c1OC	-1.3%	15%[10.9 µM]	-10%	8%
19	O=C(c1ccco1)N1CCC[C@@]2(CCN(c3ccccn3)C2)C1	0.7%[11.4 µM]	·	-10%	-14%
20	O=C(COc1ccccc1)Nc1cccc(-c2cn3cccnc3n2)c1	2.2%	-8%[10.9 µM]	?	2%
21	O=C(Nc1ccc(F)cc1)c1cn(-c2ccccc2)nc1-c1ccncc1	·	·	7%	7%
22	N/C(CN1CCCC1=O)=N\O	0.0%	-8%	-2%	11%
23	COc1ccccc1N1CCN(C(=O)CSc2nc3ccccc3nc2Cc2ccc(C)cc2)CC1	1.3%	-9%[10.9 µM]	-3%	9%
24	O=C(Cn1c(C(=O)NCC2CCCO2)cc2sccc21)c1ccccc1 (configuration not stated)	1.3%	-10%	2%	30%
25	O=C(O)CCC(=O)c1ccc2ccc3cccc4ccc1c2c34	?	-8%[10.9 µM]	-11%[9.22 µM]	-3%[9.22 µM]
26	O=C(CC1C(=O)N(c2ccccc2)C(=S)N1c1ccccc1)c1ccccc1 (configuration not stated)	·	·	-20%	-3%
27	O=C(CSc1nccn1Cc1ccc(Cl)cc1)NCc1ccccc1	?	5%[10.9 µM]	-10%	-7%
28	CCOc1cccc(CNC(=O)c2ccc(N3CCCC3)c(NC(=O)NCc3ccccc3)c2)c1	?	-10%[10.9 µM]	-24%	-8%
29	COc1ccccc1N(C(=O)CNC(=O)c1ccco1)C(C(=O)NC1CCCC1)c1ccncc1 (configuration not stated)	·	·	20%	0%
30	COc1ccc(N(CC(=O)Nc2ccc3c(c2)OCO3)S(=O)(=O)c2ccccc2)c(OC)c1	-1.5%	-13%	3%	2%
31	CCNS(=O)(=O)c1cc(Br)ccc1OC	3.8%	8%	3%	6%
32	Cc1cc(C)c(NC(=O)CS(=O)CC(=O)N2CCN(c3ccc(F)cc3)CC2)c(C)c1 (configuration not stated)	1.4%	-6%	2%	5%

# At a glance, some entries already given:
no.	molecule	IkB sig inh	Imprint erasure	p53ts 39C kill	p53ts 32C kill
25	O=C(O)CCC(=O)c1ccc2ccc3cccc4ccc1c2c34	?	-8%[10.9 µM]	-11%[9.22 µM]	-3%[9.22 µM]
26	O=C(CC1C(=O)N(c2ccccc2)C(=S)N1c1ccccc1)c1ccccc1 (configuration not stated)	·	·	-20%	-3%

# (more compounds)
no.	molecule	IkB sig inh	Imprint erasure	p53ts 39C kill	p53ts 32C kill
33	Cn1nc(-c2ccccc2)c(-c2ccccc2)c(C(=O)Nc2ccccc2C(N)=O)c1=O	0.1%	26%[10.9 µM]	0%	1%
34	Cc1ccc(-c2nc3c(=O)n(C)c4ccccc4c3o2)cc1	-2.3%	-5%	-5%	-8%
35	COc1ccccc1NC(=O)Nc1ncccc1C	-0.4%	-12%	2%	8%
36	CC(C)N1CCc2nc(SCC(=O)Nc3cccc(F)c3)[nH]c(=O)c2C1	0.5%	-10%[10.9 µM]	19%	4%
37	CO/N=C(/C(=O)N[C@H]1C(=O)N2C(C(=O)O)=C(COC(C)=O)CSC12)c1csc(N)n1 (some centres not stated)	·	3%	-5%	10%
38	CCc1cccc(NC(=O)CCN2C(=O)c3ccccc3Sc3ncccc32)c1	1.7%	-17%[10.9 µM]	-14%	13%
39	CCN(CC)c1ncnc2scc(C3COc4ccccc4O3)c12 (configuration not stated)	·	·	-11%	-3%
40	CCCCN(C(=O)NC(=O)Nc1ccccc1C)S(C)(=O)=O	-0.8%	-1%	1%	5%

# Brought forward from above: 5 compounds, followed by the next part.
no.	molecule	IkB sig inh	Imprint erasure	p53ts 39C kill	p53ts 32C kill
36	CC(C)N1CCc2nc(SCC(=O)Nc3cccc(F)c3)[nH]c(=O)c2C1	0.5%	-10%[10.9 µM]	19%	4%
37	CO/N=C(/C(=O)N[C@H]1C(=O)N2C(C(=O)O)=C(COC(C)=O)CSC12)c1csc(N)n1 (some centres not stated)	·	3%	-5%	10%
38	CCc1cccc(NC(=O)CCN2C(=O)c3ccccc3Sc3ncccc32)c1	1.7%	-17%[10.9 µM]	-14%	13%
39	CCN(CC)c1ncnc2scc(C3COc4ccccc4O3)c12 (configuration not stated)	·	·	-11%	-3%
40	CCCCN(C(=O)NC(=O)Nc1ccccc1C)S(C)(=O)=O	-0.8%	-1%	1%	5%
41	CN(C)c1ccc(/C=C/c2cc[n+]([O-])cc2)cc1	5.6%	-18%	-20%	-8%
42	COc1ccc(NC(=O)CC2C(=O)N(c3ccc(F)cc3)C(=O)N2Cc2ccco2)cc1 (configuration not stated)	-0.4%	20%[10.9 µM]	-15%	6%
43	CCCCOc1ccccc1Cn1c(=O)oc2ccccc21	4.7%	-28%	-15%	1%
44	Cn1cc(-c2nc3cnc(N4CCOCC4)nc3n(C3CC3)c2=O)c2ccccc21	-2.7%[11.4 µM]	-13%	-18%	-3%
45	CCOc1cc2c(cc1OCC)C(C(=O)O)C(c1cc(OC)c(OC)c(OC)c1)N(C)C2=O (configuration not stated)	0.1%	-3%	-6%	3%
46	COc1ccc(CCNC(=O)c2ccc3c(c2)ncn3-c2ccc(C)cc2C)cc1OC	0.2%	-16%[10.9 µM]	21%	-1%
47	CC1CCN(S(=O)(=O)c2ccc(C(=O)Nc3nc4ccc(F)cc4s3)cc2)CC1	?	-4%[10.9 µM]	20%	41%[activator]
48	O=C(COC(=O)C1COc2ccccc2O1)NC(=O)Nc1ccc2c(c1)OCCO2 (configuration not stated)	0.4%	20%	3%	-8%
49	CCOc1ccc2c(c1)c(=O)c(C(=O)c1ccc(CC)cc1)cn2CC(=O)Nc1ccccc1C	?	-13%[10.9 µM]	?	-25%
50	C=CCN(C(=O)CNC(=O)c1ccco1)C(C(=O)NC1CCCCC1)c1ccccc1F (configuration not stated)	0.5%	-5%	5%	12%
51	CCC(C)NC(=O)CCc1c(C)nc2nc(-c3cc(OC)cc(OC)c3)nn2c1C (configuration not stated)	0.2%	9%[10.9 µM]	-3%	3%
52	CCOc1ccccc1N(CC)C(=O)Cn1ncc2c1-c1ccccc1OC2	?	-8%[10.9 µM]	16%	12%
53	Cc1oc(-c2cccc(Cl)c2)nc1CSCC(=O)O	?	-17%[10.9 µM]	-21%	-4%
54	Cc1ccc(Cn2cc(C(=O)c3ccc(C)cc3)c(=O)c3ccc(C)nc32)cc1	?	-9%[10.9 µM]	-1%	13%
55	NCCCCCCNS(=O)(=O)c1cccc2ccccc12	0.5%	-16%	-14%	5%
56	COc1ccc(OC)c(C(=O)CN2C(=O)NC(C)(c3ccccc3)C2=O)c1 (configuration not stated)	-0.6%	-10%	0%	5%
57	CCOC(=O)c1c(C)c(C(=O)Nc2ccc(N(C)C)cc2)c(C)n1CC	-0.8%	-19%	11%	14%
58	COC(=O)c1ccc(C=O)cc1	0.3%	18%	2%	-5%[1.84 µM]
59	Cc1cccn2c(=O)c3cc(C(=O)N4CCN(C(=O)c5ccco5)CC4)n(C)c3nc12	-1.7%	-11%	-1%	2%
60	CCOC(=O)c1cnc(-n2nc(C)cc2C)nc1NCCc1ccccc1	?	-16%	?	?
61	FC(F)(F)c1ccccc1-c1nc(Nc2ccncc2)c2ccccc2n1	1.3%[11.4 µM]	·	?	?
62	CC(C)(C)C(=O)OCc1cc(=O)n2nc(C3CC3)sc2n1	-3.2%	-9%[10.9 µM]	-13%	2%
63	O=S1(=O)N=CN(Cc2cccc(F)c2)c2ccccc21	-0.4%	-5%	-5%	1%
64	O=c1c2[nH]c3ccccc3c2nc(SCc2cccc(F)c2)n1-c1ccccc1	?	23%[10.9 µM]	?	8%

# Ordered by formula weight (falling): three of the compounds above.
no.	molecule	IkB sig inh	Imprint erasure	p53ts 39C kill	p53ts 32C kill
64	O=c1c2[nH]c3ccccc3c2nc(SCc2cccc(F)c2)n1-c1ccccc1	?	23%[10.9 µM]	?	8%
60	CCOC(=O)c1cnc(-n2nc(C)cc2C)nc1NCCc1ccccc1	?	-16%	?	?
62	CC(C)(C)C(=O)OCc1cc(=O)n2nc(C3CC3)sc2n1	-3.2%	-9%[10.9 µM]	-13%	2%

# The listing continues.
no.	molecule	IkB sig inh	Imprint erasure	p53ts 39C kill	p53ts 32C kill
65	O=C(CCC(=O)N1Cc2ccccc2Oc2ncccc21)NCc1ccccc1Cl	3.1%	11%[10.9 µM]	6%	0%
66	COc1ccc(-n2nc(C)c3c(C(F)(F)F)cc(-c4cccnc4)nc32)cc1	0.8%	-6%[10.9 µM]	-9%	11%
67	CCOC(=O)c1ccccc1NC(=O)CSc1nnc(C(C)C)n1CC	·	·	21%	8%
68	CCCCOc1ccc(C2=NC(c3cccs3)=Nc3ccc(OC)cc3N2)cc1	?	19%[10.9 µM]	-8%	7%
69	O=C(Cn1c(=O)sc2ccccc21)Nc1ccc(S(=O)(=O)N2CCCC2)cc1	2.3%	-8%	12%	9%
70	CCCc1noc(-c2ccc(N3CCCCC3)c([N+](=O)[O-])c2)n1	-5.5%	-15%[10.9 µM]	8%	8%
71	O=C(Cn1nc(C(F)(F)F)c2c1CCCC2)Nc1ccc(Br)cc1	-2.0%	-9%[10.9 µM]	-16%	10%
72	CN(C)S(=O)(=O)N(CC(=O)Nc1ccc2ccccc2c1)c1ccccc1	·	·	-2%	-14%
73	CSc1ncc(Cl)c(C(=O)NCc2ccc3c(c2)OCO3)n1	2.5%	-14%	0%	14%
74	CCOC(=O)c1sc2ncnc(NCC(c3cccs3)N(C)C)c2c1C (configuration not stated)	?	-20%	2%	5%
75	COc1cc(NC(=O)C(Cc2ccccc2)NS(=O)(=O)c2cccs2)cc(OC)c1 (configuration not stated)	-0.9%	6%[10.9 µM]	-6%	8%

# Down the list, as entered above:
# Nos. 66 to 75 in p53ts 39C kill read -9%, 21%, -8%, 12%, 8%, -16%, -2%, 0%, 2%, -6%
